# KCNQ1 block = inhibitors of human KCNQ1 potassium channel | P51787 | CHO-K1 KCNQ1, FluxOR thallium flux fluorescence; stronger effect = higher value | B-score at 10 µM | 310,000 tested, 1.3% active;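 active = compounds whose thallium flux B-score, printed positive for inhibition, exceeds three library SD while starting fluorescence stays within three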;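 also: channel opened by potassium depolarization with thallium stimulus after 20 min compound exposure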
# Target sequence (P51787 whole entry, looked up): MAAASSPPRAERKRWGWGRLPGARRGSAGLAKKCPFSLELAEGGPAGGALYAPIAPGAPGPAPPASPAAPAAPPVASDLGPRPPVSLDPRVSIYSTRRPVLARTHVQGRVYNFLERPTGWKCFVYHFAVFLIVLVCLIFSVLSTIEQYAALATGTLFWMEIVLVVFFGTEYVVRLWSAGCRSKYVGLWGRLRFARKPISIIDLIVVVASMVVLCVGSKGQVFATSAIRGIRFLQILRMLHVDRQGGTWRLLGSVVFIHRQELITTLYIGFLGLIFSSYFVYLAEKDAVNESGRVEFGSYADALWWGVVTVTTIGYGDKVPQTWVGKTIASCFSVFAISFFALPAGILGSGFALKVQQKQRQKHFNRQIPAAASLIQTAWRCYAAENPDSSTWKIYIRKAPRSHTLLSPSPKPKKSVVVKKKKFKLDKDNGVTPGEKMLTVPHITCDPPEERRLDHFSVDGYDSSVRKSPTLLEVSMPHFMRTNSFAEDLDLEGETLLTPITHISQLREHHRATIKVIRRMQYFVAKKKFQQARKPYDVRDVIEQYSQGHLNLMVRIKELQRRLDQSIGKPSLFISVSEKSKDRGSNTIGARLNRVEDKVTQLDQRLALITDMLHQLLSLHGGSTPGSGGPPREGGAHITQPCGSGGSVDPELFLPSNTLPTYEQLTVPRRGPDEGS
# SKKanGAS inh = SKKanGAS growth inhibition; 300,000 tested, 1.3% active; AID 1662; S. pyogenes SKKanGAS, kanamycin growth, BacTiter-Glo, 6 h; inhibition, % at 7.5 µM;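 active = mean replicate score, as percent of positive control median, at least 50; inconclusive = mean below 50 but one replicate at or above 50; inactive = mean and every replicate below 50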;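 also: strain carries kanamycin resistance gene driven by streptokinase promoter and grows in 40 µg/ml kanamycin; loss of luminescence reflects streptokinase promoter inhibition or plain growth inhibition; 0% = median of DMSO wells and 100% = positive control at its reference dose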
# RGS4 inh = human RGS4 inhibition; P49798; HEK293 M3R/RGS4 inducible, Fluo-4 calcium flux; stronger effect = higher value; triggered by carbachol at its EC20; B-score at 10 µM; 310,000 tested, 0.45% active; AID 463165;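 active = B-score, a plate-corrected calcium signal, over three deviations above library mean, with baseline fluorescence within five deviations of library mean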;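 also: RGS4 expression induced by doxycycline in cells with stable M3 receptor; B-score is computed from the integrated fluorescence ratio over baseline after carbachol; higher B-score means a larger calcium signal and so more RGS4 inhibition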
# KCNQ1 pot = potentiates or activates the human KCNQ1 potassium channel. AID 2648. B-score at 10 µM. 310,000 tested, 0.35% active. P51787. CHO-K1 KCNQ1, thallium flux FluxOR fluorescence; stronger effect = higher value;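 active = fluorescence ratio B-score, a plate-corrected score, at least three library SD, with initial intensity B-score within 5 SD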
#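 Schedule – 37 °C overnight plating, 90-min dark dye load, 20-min compound pretreatment · System – stable KCNQ1 CHO-K1 line · Probe or stimulus – thallium- and potassium-containing depolarizing buffer · Measured by – kinetic FluxOR fluorescence, 10 s baseline plus 110 s post-stimulus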
# HDAC3 inh = inhibitors of human histone deacetylase 3; 320,000 tested, 0.15% active; recombinant HDAC3, fluorogenic peptide/trypsin coupled, fluorescence; O15379; inhibition, % at 8.3 µM; in the data active = inhibition above about 26%, passing the limit was not always enough; inconclusive = no clear call, values can overlap the other calls
# ANO1 block = blocks the mouse calcium-activated chloride channel TMEM16A | Q8BHY3 | HEK293 TMEM16A/YFP iodide influx fluorescence, ionomycin | normalized B-score (activity score, 25-100; higher = stronger inhibition) at 10 µM | 310,000 tested, 1.2% active | AID 588511;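 active = ratio plate-corrected score three or more library SD toward inhibition, starting fluorescence score within five deviations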;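 also: score derived from kinetic fluorescence span divided by baseline fluorescence per well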
# KCNK9 inh = blocks the human KCNK9 two-pore domain potassium channel. 310,000 tested, 1.2% active. HEK293 KCNK9, FluxOR thallium flux fluorescence; stronger effect = lower value. Q9NPC2. B-score at 10 µM. AID 488922;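 active = ratio B-score over 3 SD below the library mean, with starting fluorescence within 5 SD of its mean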;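 also: negative B-score means less thallium flux so channel inhibition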
# Target sequence (Q9NPC2 whole entry, looked up, the tested form may be a part): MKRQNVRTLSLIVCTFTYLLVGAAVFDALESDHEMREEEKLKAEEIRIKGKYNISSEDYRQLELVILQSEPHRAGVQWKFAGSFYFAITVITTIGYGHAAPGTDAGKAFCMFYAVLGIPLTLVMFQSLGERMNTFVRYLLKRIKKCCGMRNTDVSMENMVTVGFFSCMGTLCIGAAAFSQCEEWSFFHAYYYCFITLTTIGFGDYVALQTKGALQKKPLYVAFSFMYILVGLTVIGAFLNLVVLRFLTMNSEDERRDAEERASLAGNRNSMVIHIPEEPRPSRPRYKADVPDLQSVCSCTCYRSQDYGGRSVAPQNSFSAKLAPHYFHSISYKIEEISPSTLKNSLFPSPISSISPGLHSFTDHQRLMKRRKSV
# RGS4 pot = potentiators or activators of RGS4; HEK293 M3R/inducible RGS4, carbachol calcium flux Fluo4; stronger effect = lower value; B-score at 10 µM; AID 463111; 310,000 tested, 0.92% active;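 active = B-score of the integrated calcium signal more than 4 SD below the library mean, with starting fluorescence not abnormally high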;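 also: negative B-score means reduced calcium response which marks RGS4 activation or potentiation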
#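 Assay system: Inducible-RGS4 HEK293 cells carrying M3 receptor | Schedule: Compound preincubation 20 min at room temperature before agonist | Signal: Kinetic calcium fluorescence imaging with Fluo4-AM dye, 2 µM | Read-out basis: B score from integrated fluorescence ratio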
# hERG protect = shields human hERG channel from block by proarrhythmic agents | activation (rescue from dofetilide block), less the hit threshold, % at 10 µM | Q12809 | AID 1511 | 310,000 tested, 0.51% active | CHO-hERG, FluxOR thallium flux, dofetilide IC70 present;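 active = activation above the mean of controls blocked by dofetilide plus 5 SD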;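 also: thallium influx through hERG after potassium depolarization seen as dye fluorescence rise; in these data hits start at about 4.7%; inactives centre near -7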
# KCNK3 inh = human KCNK3 channel inhibition, primary screen | CHO-KCNK3 thallium flux, FluxOR fluorescence; stronger effect = lower value | B-score at 10 µM | O14649 | AID 602410 | 340,000 tested, 0.84% active;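 active = B-score under library mean minus 4 SD, starting fluorescence ratio at most library mean plus 5 SD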;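 also: more negative B-score means stronger inhibition of thallium flux through KCNK3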
# TMEM16A act = activates or potentiates the mouse TMEM16A chloride channel. Q8BHY3. B-score at 10 µM. AID 623877. 340,000 tested, 0.3% active. HEK293 TMEM16A/YFP-H148Q/I152L, iodide quench fluorescence; stronger effect = lower value;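 active = fluorescence-ratio B-score plate-corrected deviation score at least 3 library SD below zero, with starting fluorescence score within 5 deviations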;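 also: channel opened by trigger with iodide after compound preincubation; score built on the fluorescence ratio of max minus min over baseline; more negative score means more quench and so TMEM16A activation or potentiation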
# * marks the source's active call; other numbers are inactive results; i = inactive; ? = inconclusive; · = not tested or not shown.
SMILES,KCNQ1 block,SKKanGAS inh,RGS4 inh,KCNQ1 pot,HDAC3 inh,ANO1 block,KCNK9 inh,RGS4 pot,hERG protect,KCNK3 inh,TMEM16A act
CCCSc1nc(C)cc(C)c1S(=O)(=O)c1ccccc1C,i,36.0,i,i,4.0,100*,-7.46*,i,-1.5,i,i
COCC(C)NC(=O)CSc1nnc(-c2cccc(S(=O)(=O)N3CCCCC3)c2)o1 (stereo not drawn),i,0.0,i,i,-0.7,i,i,i,-2.4,i,i
CC1Cc2nc(SCC(=O)Nc3ccc4c(c3)OCO4)n(Cc3ccccc3)c(=O)c2S1 (stereo not drawn),i,6.0,i,i,2.3,i,i,i,-10.9,i,i
COc1cccc(-c2nnc(-c3ccc(C)o3)o2)c1,i,-4.7,i,i,-42.2,i,i,i,-2.8,i,i
COC(=O)c1cccc(-n2c(=O)n(Cc3ccccc3)c(=O)c3[nH]cnc32)c1C,i,4.2,i,i,1.7,i,i,i,-5.3,i,i
CN(C)S(=O)(=O)c1ccc(C(=O)OCC(=O)Nc2ccc(OC(F)F)cc2)cc1,i,-1.2,i,i,-3.9,i,i,i,-8.8,i,i
O=C(CSCc1ccccc1)Nc1ccccc1C(=O)Nc1ccc(C(=O)O)cc1,i,5.9,i,i,0.9,i,i,i,-7.4,i,i
CN1CCN(S(=O)(=O)c2cccc(C(=O)NCc3ccc(Cl)cc3)c2)CC1,i,-4.5,i,i,0.3,i,i,i,-11.3,i,i
CCCCc1c(O)nc(SCC(=O)Nc2ccc(C)cc2)n(-c2ccc(OC)cc2)c1=O,i,6.7,i,i,-0.4,i,i,i,-6.7,i,i
COc1ccc(OCc2cc(C(=O)NC(C)Cc3ccccn3)no2)c(Cl)c1 (stereo not drawn),i,-6.6,i,i,6.1,i,i,i,-14.1,i,i
CC(C)CN(CC(C)C)C(=O)C12CCC(C)(C(=O)O1)C2(C)C (stereo not drawn),i,6.1,i,i,0.6,i,i,i,-10.8,i,i
c1cncc(-c2noc(CC3CCCCC3)n2)c1,i,8.9,i,i,1.9,i,i,i,-0.9,i,i
CS(=O)(=O)c1ccccc1C(=O)N(CCc1ccccc1)Cc1ccccc1,i,3.4,i,i,1.1,i,i,i,-12.2,i,i
Cc1cc(NC(=O)Cc2ccsc2)ccc1Br,i,9.9,i,i,5.5,i,i,i,-7.9,i,·
CC(C)NC(=O)Nc1n[nH]c(Nc2ccc(Cl)cc2)n1,i,-2.4,i,i,4.3,i,i,i,5.3*,i,i
COc1cccc(N2C(=O)CC(N3CCc4ccccc4C3)C2=O)c1 (stereo not drawn),i,-1.8,i,i,7.4,i,i,i,-9.6,i,i
Cc1ccc(C)c(OCc2cc(C(=O)NC(c3ccccn3)C(F)(F)F)no2)c1 (stereo not drawn),i,37.7,i,i,15.1,i,i,i,-3.6,i,i
COc1ccc(OS(=O)(=O)c2ccc(N3C(=O)CCC3=O)cc2)cc1,i,-1.6,i,i,-3.9,i,i,i,-2.5,i,i
CCOCC(=O)Nc1cc(S(=O)(=O)N2CCOCC2)ccc1N1CCCCC1,i,-9.8,i,i,3.7,i,i,i,-10.4,i,i
CCCCc1nnc(NC(=O)c2ccccc2OCc2c(C)noc2C)s1,i,-8.5,i,i,-6.2,i,i,i,-7.9,i,i
O=[N+]([O-])c1ccc(N2CCCCC2)cc1NCCOc1ccccc1,i,2.4,i,i,0.2,i,i,i,-13.0,i,i
CCCc1nc2oc3c(NCC(C)O)ncnc3c2c2c1CCCC2 (stereo not drawn),i,-0.8,i,i,0.5,i,i,i,-10.5,i,i
CCC(C(=O)NC1CCCCCC1)n1nc(C)c2c(C)n(-c3ccccc3)nc2c1=O (stereo not drawn),i,-9.6,i,i,2.0,i,i,i,-6.3,i,i
CC(/C=C1\SC(=S)N(CCC(=O)Nc2ccc(O)cc2)C1=O)=C\c1ccccc1,i,27.6,i,i,-10.3,i,i,i,-7.5,i,i
CCn1c(=O)cc(OCC(=O)NCc2ccc(C)o2)c2ccccc21,i,-2.5,i,i,4.1,i,i,i,-8.4,i,i
O=C(Nc1cccc(-c2cn3ccccc3n2)c1)C1CC1,i,-7.6,i,i,-35.4,i,i,i,-13.4,i,i
CCCCCC(=O)N1CC2(CC(c3cccc(NC(=O)[C@@H]4CCC(=O)N4)c3)=NO2)C[C@@H]1C(N)=O (stereo partly drawn),i,-1.5,i,i,-2.7,i,i,i,-4.0,i,i
O=C(NCCCn1ccnc1)c1ccc(Br)o1,i,-18.1,i,i,2.2,i,i,i,-11.4,i,i
CCOC(=O)CS(=O)(=O)c1ccccc1,i,-0.3,i,i,-0.6,i,i,i,-3.3,i,i
Clc1ccc(OCCOCCNCc2ccccc2)cc1Cl,i,1.4,i,i,-2.7,i,i,i,-11.1,i,i
Cc1ccc(NC(=O)CN(C)C(=O)c2nn(C)c(=O)c3ccccc23)cc1,i,-17.6,i,i,1.4,i,i,i,-7.6,i,i
Cc1cc(C)cc(-n2nc(C)cc2N)c1,i,4.1,i,i,-4.6,i,i,i,-9.8,i,i
CCn1c(C(=O)O)c(CC(=O)Nc2ccc(Br)cc2C)c2ccccc21,i,19.4,i,i,-0.9,i,i,i,-16.7,i,i
CC1=CC(C)(C)Nc2ccc(OC(=O)CCN3C(=O)c4ccccc4C3=O)cc21,i,-4.3,i,i,-5.1,i,i,i,-3.3,i,i
O=C(O)C1C2C=CC(C2)C1C(=O)NC1CCN(Cc2ccccc2)CC1 (stereo not drawn),i,0.0,i,i,4.9,i,i,i,-17.3,i,i
Cc1c(Br)c(C(F)(F)F)nn1CC(=O)N1CCCC1,i,4.2,i,i,-0.1,i,i,i,-6.3,i,i
O=C(Cn1cc2c(n1)CCCC2)NCCCN1CCCC1,i,0.9,i,i,2.2,i,i,i,-2.1,i,i
CCOC(=O)c1cn(-c2ccccc2)nc1-c1cccnc1,i,-13.3,i,i,-0.9,i,i,i,-13.0,i,i
CCSc1nc2c(cnn2-c2ccc(C)c(C)c2)c(=O)[nH]1,i,4.2,i,i,-11.7,i,i,i,-2.9,i,i
OC(COCC1COc2ccccc2O1)CN1CCN(c2ccc(F)cc2)CC1 (stereo not drawn),i,-4.2,i,i,4.8,i,i,i,-7.9,i,i
CCOc1ccccc1CN1CCNC(=O)C1CC(=O)NCc1nc(C)cs1 (stereo not drawn),i,-1.4,i,i,3.8,i,i,i,-11.6,i,i
CCN(CC)c1nc(Oc2ccc(C(=O)NN)cc2)nc(Oc2ccc(C(=O)NN)cc2)n1,i,33.4,i,i,6.2,i,i,i,-4.7,i,i
CCCc1cc(=O)[nH]c(SCC(=O)OCc2ccccc2)n1,i,5.5,i,i,-2.6,i,i,i,-4.4,i,i
CCN(CC)S(=O)(=O)c1cccc(C(=O)Nc2cc3oc4ccccc4c3cc2OC)c1,i,13.7,i,i,0.9,i,i,i,-9.9,i,i
COc1cccc(/C=N/NC(=O)c2ccc(=O)n(C)c2)c1O,i,-3.8,i,i,-3.3,i,i,i,-11.1,i,i
Cc1ccc(NS(=O)(=O)c2cc(C(=O)O)ccc2Cl)cc1,i,5.2,i,i,0.4,i,i,i,-5.4,i,i
Cc1cccc(N2CCN(c3ccc(NC(=O)/C=C(/C(=O)O)c4ccccc4)cc3)CC2)c1,i,-2.9,i,i,-2.0,i,i,i,0.6,i,i
Cc1cc(C(=O)OCC(=O)c2ccc3c(c2)NC(=O)CO3)c2ccccc2n1,i,1.2,i,i,-3.6,i,i,i,-4.1,i,i
CC(=O)Nc1ccc(Nc2nnc(-c3ccc(C)c(S(N)(=O)=O)c3)c3ccccc23)cc1,i,5.5,i,i,-6.5,i,i,i,-12.1,i,i
O=C(/C=C/c1ccccc1[N+](=O)[O-])Oc1ccccc1,i,-1.8,i,i,3.2,i,i,i,-9.5,·,·
CC(OC(=O)c1cccnc1)C(=O)Nc1ccc2c(c1)OCO2 (stereo not drawn),i,-2.1,i,i,1.7,i,i,i,-11.4,i,i
O=C(Nc1cccc(F)c1)/C(=C\c1ccco1)NC(=O)c1ccco1,i,-2.2,i,i,7.9,i,i,i,-4.5,i,i
Cc1c(C(=O)NC(C)C)sc2ncn(CC(=O)N3CCC(C)CC3)c(=O)c12,i,-0.6,i,i,1.7,i,i,i,-9.2,i,i
CCCn1ncc(CN2CCN(Cc3ccc(C)o3)C(CCO)C2)c1C (stereo not drawn),i,3.2,i,i,·,i,i,i,-12.4,i,i
CS(=O)(=O)N(Cc1ccccc1)c1ccc(C(=O)Nc2ccccc2Sc2ccccc2)cc1,i,12.4,i,i,9.9,i,i,i,-6.8,i,i
CC(=O)C1(O)C(C)CC2C3CCC4CC(O)CCC4(C)C3=CCC21C (stereo not drawn),i,-3.2,i,i,-0.8,i,i,i,-7.9,i,i
COc1ccc(NC(=O)c2cn(-c3ccccc3)nc2-c2cc3ccccc3o2)cc1,7*,6.9,i,i,5.4,i,i,i,-5.4,i,i
C=C(C)CSc1nc2ccccc2[nH]1,i,3.0,i,i,6.9,i,i,i,-2.5,i,i
CCCCNc1c(-c2ccc(OC)c(Sc3ccc(OC)cc3)c2)nc2ccccn12,i,?,i,i,1.4,i,i,-11.1*,-22.2,i,i
O=C(N/N=C/c1ccccc1)c1[nH]c2ccc(Br)cc2c1-c1ccccc1,i,-2.4,i,i,-0.7,i,i,i,-7.3,i,i
# Further compounds:
SMILES,KCNQ1 block,SKKanGAS inh,RGS4 inh,KCNQ1 pot,HDAC3 inh,ANO1 block,KCNK9 inh,RGS4 pot,hERG protect,KCNK3 inh,TMEM16A act
O=C(O)c1cccc(CSc2nnc(Cc3ccccc3)o2)c1,i,2.3,i,i,4.0,i,i,i,-11.7,i,i
COc1ccc(CCNC(=O)CN(C)S(=O)(=O)c2ccc3nc(C)sc3c2)cc1OC,i,0.1,i,i,-6.3,i,i,i,-8.6,i,i
COc1cc(S(=O)(=O)NCc2ccncc2)ccc1Br,i,1.3,i,i,·,i,i,i,-12.8,i,i
COc1ccc(CCNC(=O)CCC(=O)N2CC(C)Oc3ccc(Cl)cc32)cc1OC (stereo not drawn),i,-7.7,i,i,·,i,i,i,-14.6,i,i
c1ccc(/N=C2\N=C(Nc3ccccn3)c3ccccc32)nc1,i,60.4*,i,i,3.0,i,i,i,-26.1,i,i
CCOC(=O)COc1nc2ccc(Br)cc2c(-c2ccccc2)c1C(C)=O,i,0.1,i,i,-0.6,i,i,i,-5.6,i,·
CNC(=S)Nc1cc(S(=O)(=O)Nc2cc(Cl)ccc2Cl)ccc1N1CCCC1,i,24.7,i,i,-11.1,i,i,i,-14.1,i,i
